TNF death inh – blocks TNF-alpha induced death of Jurkat FADD-/- cells | Jurkat FADD-/- TNF necroptosis rescue, ATP luminescence, 24 h; 0 = TNF only, 100 = no-TNF cells | AID 463075 | actives 0.068% (n = 220,000) | activation (protection from cell death), % at 10 µM;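 active = activation, meaning protection from cell death, of at least 50% relative to plate controls; inactive = activation below 50%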;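 note: necroptosis triggered by 40 ng/mL TNF-alpha added together with compound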
EP2 modulator – EP2 receptor (human) modulation; actives 0.83% (n = 260,000); induction, % at 25 µM; P43116; EP2-expressing cells, cAMP HTRF FRET, PGE2 co-stimulation;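 active = compounds whose cAMP rise, as percent of the full-agonist control response, exceeds 60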;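 note: rat C6 glioma line stably carrying human EP2 under a CMV promoter; the protocol text gives 20 µM as final concentration; 100% = response of wells given 1 µM PGE2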
PERK inhibitor – inhibitors of human PERK kinase. actives 0.17% (n = 220,000). CHO PERK-DD fusion, SEAP luminescence translation reporter. Q9NZJ5. inhibition, % at 5.6 µM;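 active = inhibition above the mean inhibition of all tested compounds plus 3 SD, set separately per screening campaign, cut at about 2.9% in these data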;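 note: PERK kinase domain activated by AP20187 dimerizer at 100 nM; 0% = DMSO with dimerizer and 100% = rapamycin at 8.4 µM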
RBBP9 inhibitor – inhibitors of human serine hydrolase RBBP9; actives 0.2% (n = 220,000); inhibition, % at 7.94 µM; recombinant RBBP9, FP-Rh probe fluorescence polarization; O75884; AID 1515;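 active = inhibition above the campaign mean of all tested compounds plus 3 SD, cut at about 14% in these data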;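 note: plate controls were DMSO wells with RBBP9 for no effect and wells lacking RBBP9 protein for full effect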
Target sequence (O75884 whole entry, looked up): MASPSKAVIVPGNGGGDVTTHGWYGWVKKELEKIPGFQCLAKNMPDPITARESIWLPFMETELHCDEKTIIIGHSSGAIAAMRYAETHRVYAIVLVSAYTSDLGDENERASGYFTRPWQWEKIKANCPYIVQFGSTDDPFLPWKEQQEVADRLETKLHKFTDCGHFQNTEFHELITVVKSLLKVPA
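Material: RBBP9 protein. Amount: RBBP9 at 2.5 µM in dispensed solution, before mixing. Schedule: 30 min then 45 min, 25 °C. Medium: Tris buffer pH 8.0, NaCl, Pluronic. Measured by: fluorescence polarization. Measure: percent inhibition from mP, scaled between DMSO and no-protein wells. Replication: one well per compound.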
Runt-SMMHC FRET – blocks binding of human RUNX1 Runt domain to CBFb-SMMHC | Cerulean-Runt/Venus-CBFb-SMMHC FRET ratio 530/480, 1 h | inhibition, % at 20 µM | actives 0.74% (n = 220,000) | AID 1434;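 active = mean inhibition across duplicate retests at 20 µM reaching about 50%, limit read from the data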;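 note: 0% = DMSO wells and 100% = wells with excess untagged CBFb-SMMHC; inhibitors lower the FRET ratio by blocking Runt binding to CBFb-SMMHC; some results filed as inactive read as strong as hits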
Target sequence (Q01196 whole entry, looked up, the tested form may be a part): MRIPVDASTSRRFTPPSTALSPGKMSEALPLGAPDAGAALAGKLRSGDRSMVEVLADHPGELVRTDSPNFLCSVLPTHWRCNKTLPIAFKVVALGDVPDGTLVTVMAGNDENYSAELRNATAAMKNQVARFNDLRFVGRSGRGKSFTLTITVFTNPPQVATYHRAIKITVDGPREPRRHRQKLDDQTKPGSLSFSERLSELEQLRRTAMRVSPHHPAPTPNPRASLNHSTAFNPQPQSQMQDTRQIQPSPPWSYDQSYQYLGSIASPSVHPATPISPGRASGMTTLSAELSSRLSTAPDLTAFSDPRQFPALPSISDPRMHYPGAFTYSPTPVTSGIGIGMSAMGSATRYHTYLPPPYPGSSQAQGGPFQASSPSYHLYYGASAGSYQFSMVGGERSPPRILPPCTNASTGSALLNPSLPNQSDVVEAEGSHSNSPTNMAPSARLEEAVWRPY
Target sequence (Q13951 whole entry, looked up, the tested form may be a part): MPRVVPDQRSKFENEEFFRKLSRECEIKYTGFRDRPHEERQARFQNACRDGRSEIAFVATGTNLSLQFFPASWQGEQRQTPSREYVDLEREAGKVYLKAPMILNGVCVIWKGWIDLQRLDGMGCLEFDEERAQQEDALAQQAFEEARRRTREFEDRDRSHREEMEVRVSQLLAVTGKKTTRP
Hck Nef HTS – blocks Nef-activated human Hck kinase | AID 463187 | P08631 | inhibition, % at 20 µM | actives 0.68% (n = 220,000) | Recombinant Hck-YEEI plus Nef, Z-Lyte FRET kinase assay;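 active = Hck-Nef kinase inhibition above about 50%, limit read from the data; inactive = inhibition below that limit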;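 note: 0% = DMSO with Hck plus Nef and 100% = Hck alone without Nef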
zVAD death inh – blocks zVAD induced death of L929 cells; L929 zVAD necroptosis rescue, ATP luminescence, 24 h; with zVAD 60 µM; viability rescue, % at 10 µM; actives 0.38% (n = 220,000);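 active = activation, scaled between plate controls, above about 75%, limit read from the data; inactive = activation under that limit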;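 note: 0% = zVAD with DMSO and 100% = DMSO alone without zVAD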
Runt-CBFb FRET – inhibitors of human RUNX1 Runt domain binding to CBFb; Q01196+Q13951; Cerulean-Runt/Venus-CBFb FRET ratio 530/480, 1 h; inhibition, % at 20 µM; actives 0.46% (n = 220,000); AID 1496;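 active = inhibition over about 50% at 20 µM in the single-dose screen, limit read from the data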;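 note: 0% = DMSO wells and 100% = excess unlabeled CBFb competitor control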
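Reagent – Venus-CBFb binding partner, 100 nM · Assay system – Cerulean-tagged RUNX1 Runt domain (FRET donor) fusion protein · Input – 100 nM per protein · Incubation – two 1 h room-temperature incubations shielded from light · Measured by – FRET fluorescence · Medium – Tris buffer pH 7.5 with salts and BSA · Benchmarks – unlabeled CBFb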
PGE2 EP2 inh – blocks the human prostaglandin E2 receptor EP2 | P43116 | C6 glioma cells expressing human EP2, cAMP TR-FRET; cells stimulated with saturating PGE2 | inhibition, % at 25 µM | actives 0.52% (n = 260,000);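 active = percent inhibition above 40 after rounding to a whole number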;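 note: rat C6 glioma host cells with rolipram phosphodiesterase inhibitor present; the protocol text gives 20 µM as final concentration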
* = called active by the depositor; . = not tested or not shown; & = joins results of further samples. An excerpt; rates above refer to the full screens.

(1) CCN(CC)CCN/N=C(\C)c1c(O)[nH]c(=O)[nH]c1=O
(2) CCN1CC2C3CCC(C)(O3)C2C1 (stereo not drawn)
(3) CSc1ncc(CN2CCCC(C(=O)c3sccc3C)C2)cn1 (stereo not drawn)
(4) O=C(c1ccc2c(c1)OCO2)C1CCCN(CC2CCCCC2)C1 (stereo not drawn)
(5) COCCNC(=O)c1c(N)n(Cc2ccco2)c2nc3ccccc3nc12
screen / no.	1	2	3	4	5
TNF death inh	2.2	1.4	-0.3	1.2	-0.6
EP2 modulator	-12	-7	-5	-15	-8
PERK inhibitor	1.8	1.7	0.9	2.1	0.1
RBBP9 inhibitor	1	-4	-2	-3	-8
Runt-SMMHC FRET	-6	-8	0	2	42
Hck Nef HTS	11	10	-13	-8	48
zVAD death inh	0.8	0.1	0.3	-0.8	0.5
Runt-CBFb FRET	2	-2	2	0	58*
PGE2 EP2 inh	7	4	2	4	15

The list goes on, starting with the last 4 of the part before.
(2) CCN1CC2C3CCC(C)(O3)C2C1 (stereo not drawn)
(3) CSc1ncc(CN2CCCC(C(=O)c3sccc3C)C2)cn1 (stereo not drawn)
(4) O=C(c1ccc2c(c1)OCO2)C1CCCN(CC2CCCCC2)C1 (stereo not drawn)
(5) COCCNC(=O)c1c(N)n(Cc2ccco2)c2nc3ccccc3nc12
(6) CCC1(c2ccccc2)C(=O)N(COC)C(=O)N(COC)C1=O
(7) COc1ccc2cc(C(=O)C3CCCN(C4CCOCC4)C3)ccc2c1 (stereo not drawn)
(8) CC1(CCl)CN1S(=O)(=O)c1ccccc1 (stereo not drawn)
(9) Cc1nc2cc([N+](=O)[O-])ccc2c(=O)n1-c1ccccc1[N+](=O)[O-]
(10) CCCCn1c(O)c(C(CC)=NC(C)c2ccccc2)c(=O)[nH]c1=O (stereo not drawn)
screen / no.	2	3	4	5	6	7	8	9	10
TNF death inh	1.4	-0.3	1.2	-0.6	-2.5	1.2	-16	-1.1	-1.7
EP2 modulator	-7	-5	-15	-8	9	-12	11	-35	16
PERK inhibitor	1.7	0.9	2.1	0.1	0.8	1.6	0.0	-0.3	-1.7
RBBP9 inhibitor	-4	-2	-3	-8	-3	1	-1	3	-2
Runt-SMMHC FRET	-8	0	2	42	3	0	-2	4	5
Hck Nef HTS	10	-13	-8	48	2	2	14	20	-15
zVAD death inh	0.1	0.3	-0.8	0.5	-0.1	0.8	-0.8	0.2	-0.3
Runt-CBFb FRET	-2	2	0	58*	0	0	1	2	1
PGE2 EP2 inh	4	2	4	15	8	1	8	3	6

(11) CCCCCCC(=O)N/N=C/c1c(O)n(C(C)CC)c(=S)[nH]c1=O (stereo not drawn)
(12) O=C1CC(c2cccnc2)=NN1c1ccc(Cl)cc1Cl
(13) CC(N)Cc1ccccc1Sc1ccc(O)cc1 (stereo not drawn)
(14) Cc1cccc(N2C(=O)NC(=O)/C(=C/c3ccc(-c4ccc(C(=O)O)c(Cl)c4)o3)C2=O)c1
(15) COP(=O)(OC)C1(O)C(=O)Nc2ccc(Br)cc21 (stereo not drawn)
screen / no.	11	12	13	14	15
TNF death inh	-11	1.3	-3.5	0.3	3.0
EP2 modulator	15	21	-28	27	2
PERK inhibitor	0.8	1.0	-0.5	1.2	1.2
RBBP9 inhibitor	-8	-3	-4	-1	-3
Runt-SMMHC FRET	5	-2	4	17	4
Hck Nef HTS	-1	21	0	59*	2
zVAD death inh	4.1	0.8	1.2	9.2	0.2
Runt-CBFb FRET	3	0	-1	16	7
PGE2 EP2 inh	8	2	.	12	6

(16) Clc1ccccc1CNC1CN2CCC1CC2 (stereo not drawn)
(17) COc1cccc(N=Nc2c(O)[nH]c(=S)[nH]c2=O)c1
(18) COc1cccc(C2(C#N)CCN(C)CC2)c1
(19) C=CCn1c(O)c(C(CC)=Nc2ccc(C(=O)O)cc2)c(=O)[nH]c1=O
(20) CN1CCC2(CC1)C(C#N)=C(N)NC(S)=C2C#N
screen / no.	16	17	18	19	20
TNF death inh	3.6	-8.0	0.6	1.0	-0.4&-0.5
EP2 modulator	-1	-15	-19	7	-2&10
PERK inhibitor	0.6	0.7	0.2	0.8	-0.2&1.0
RBBP9 inhibitor	3	-8	4	-9	-4&-1
Runt-SMMHC FRET	2	-16	0	-1	19&23
Hck Nef HTS	1	-23	21	15	3&1
zVAD death inh	4.2	1.3	1.1	-0.5	-0.1&-0.1
Runt-CBFb FRET	-2	-9	-1	0	10&8
PGE2 EP2 inh	6	7	4	12	8&11

(21) O=C(Cn1cnc2ccccc2c1=O)NCC(=O)N1CCC2(CC1)OCCO2
(22) O=C1NC(=O)N(c2ccc3c(c2)OCO3)C(=O)/C1=C/c1ccsc1
(23) C/C(=N\N1CCCCCC1)c1c(O)n(-c2ccc(Cl)cc2)c(=O)[nH]c1=O
(24) CN(C)C(=O)On1c(-c2ccccc2)nc2ccc(Cl)cc21
(25) Cc1cccc(-n2c(-c3ccco3)nc3ccccc3c2=O)c1C
screen / no.	21	22	23	24	25
TNF death inh	-0.1	0.2	-0.9	-2.6	-1.1
EP2 modulator	-20	-34	10	-10	18
PERK inhibitor	1.4	0.3	1.2	-1.7	0.4
RBBP9 inhibitor	-1	0	-1	-8	-6
Runt-SMMHC FRET	0	9	0	1	-1
Hck Nef HTS	0	1	25	5	2
zVAD death inh	0.1	2.8	-0.4	-0.5	0.2
Runt-CBFb FRET	0	11	1	-1	-1
PGE2 EP2 inh	9	4	0	12	7

Reprinted at random: 5 compounds from above, in no set order.
(22) O=C1NC(=O)N(c2ccc3c(c2)OCO3)C(=O)/C1=C/c1ccsc1
(25) Cc1cccc(-n2c(-c3ccco3)nc3ccccc3c2=O)c1C
(23) C/C(=N\N1CCCCCC1)c1c(O)n(-c2ccc(Cl)cc2)c(=O)[nH]c1=O
(21) O=C(Cn1cnc2ccccc2c1=O)NCC(=O)N1CCC2(CC1)OCCO2
(24) CN(C)C(=O)On1c(-c2ccccc2)nc2ccc(Cl)cc21
screen / no.	22	25	23	21	24
TNF death inh	0.2	-1.1	-0.9	-0.1	-2.6
EP2 modulator	-34	18	10	-20	-10
PERK inhibitor	0.3	0.4	1.2	1.4	-1.7
RBBP9 inhibitor	0	-6	-1	-1	-8
Runt-SMMHC FRET	9	-1	0	0	1
Hck Nef HTS	1	2	25	0	5
zVAD death inh	2.8	0.2	-0.4	0.1	-0.5
Runt-CBFb FRET	11	-1	1	0	-1
PGE2 EP2 inh	4	7	0	9	12

More records
(26) CCCCCCn1c(=O)c(C(=O)Nc2nnc(C)s2)c(O)c2ccccc21
(27) O=c1c2ccccc2nc(Cc2ccccc2)n1-c1cccc(O)c1
(28) COC(=O)N(c1ccc(OC)cc1)P1(=S)OCCC(C)O1 (stereo not drawn)
(29) CC1CN(C)C(C)(C)CC1(O)c1ccccc1 (stereo not drawn)
(30) COc1ccc(-n2c(C)nc3cc(C(=O)N4CCC5(CC4)OCCO5)ccc32)cc1
screen / no.	26	27	28	29	30
TNF death inh	-0.3	-0.4	-0.6	0.0	-7.2
EP2 modulator	21	18	8	8	2
PERK inhibitor	-0.1	-0.6	-1.2	-0.3	-0.1
RBBP9 inhibitor	-6	-5	-3	-1	-3
Runt-SMMHC FRET	.	-1	9	-1	-3
Hck Nef HTS	16	-9	0	0	1
zVAD death inh	0.5	-0.6	0.2	-0.3	4.2
Runt-CBFb FRET	.	1	41	0	1
PGE2 EP2 inh	6	5	3	14	19

(31) CCOC(=O)C1SC2(C(F)F)CC1(O)c1c(c(OC)c3occc3c1OC)O2 (stereo not drawn)
(32) Cc1cccc(N2C(=O)/C(=C/c3ccc(N4CCN(C)CC4)o3)C(=O)NC2=S)c1C
(33) Cc1cccc(CN2CCN(CC(=O)N3CCC4(CC3)OCCO4)C2=O)c1
(34) COP(=O)(NC(=O)C(Cl)(Cl)Cl)OC
(35) CC(=O)NC(Cc1ccc(N(CCCl)CCCl)cc1)C(=O)NC(C(=O)O)C(C)C (stereo not drawn)
screen / no.	31	32	33	34	35
TNF death inh	-3.8	-2.6	0.1	1.7	0.2
EP2 modulator	9	24	7	1	25
PERK inhibitor	-0.9	1.2	-0.5	0.9	-0.7
RBBP9 inhibitor	3	2	1	-4	-6
Runt-SMMHC FRET	2	-15	4	-6	3
Hck Nef HTS	0	17	-2	12	-2
zVAD death inh	0.0	0.6	0.5	2.2	0.3
Runt-CBFb FRET	-2	2	0	4	5
PGE2 EP2 inh	15	9	14	3	5

(36) OCc1cnc[nH]1
(37) Cc1cc(/C=C2\C(=O)NC(=O)N(c3ccc(F)cc3)C2=O)c(C)n1-c1cccc(C(=O)O)c1
(38) COc1ccc(C2=NCC(=O)N(CC(=O)NCc3ccco3)c3sc4c(c32)CCCC4)cc1OC
(39) O=c1[nH]c(CN2CCNCC2)nc2ccccc12
(40) CCCCn1c(O)c(C(C)=Nc2c(C)n(C)n(-c3ccccc3)c2=O)c(=O)[nH]c1=O
(41) CN1CCN2c3ccccc3CC3(C(=O)N(C)C(=O)N(C)C3=O)C2C1 (stereo not drawn)
(42) O=C(CN1CCN(CCO)CC1)Nc1ccc(Cl)cc1C(=O)c1ccccc1
(43) O=C(NC(C(Cl)Cl)N1CCOCC1)c1ccccc1 (stereo not drawn)
screen / no.	36	37	38	39	40	41	42	43
TNF death inh	0.1	0.4	-1.8	2.7	0.1	3.8	-0.1	0.2
EP2 modulator	21&8	13	29	11	3	8	-4	17
PERK inhibitor	1.1	0.3	-1.1	-0.2	-0.7	0.5	-1.3	1.6
RBBP9 inhibitor	3	-4	-3	-3	-6	-8	2	3
Runt-SMMHC FRET	-1	1	3	-2	0	1	-3	-2
Hck Nef HTS	-5	29	2	6	1	2	-1	-31
zVAD death inh	1.3	14	-0.2	-0.4	0.5	0.7	-0.3	1.2
Runt-CBFb FRET	0	7	2	2	1	0	-1	-1
PGE2 EP2 inh	9&11	22	0	7	7	16	9	4

Screening results as filed in PubChem.
